Screens from PubChem.
influenza NS1A: NS1A inhibition, H1N1 influenza, cell based functional assay (AID 504329) | 0.3% of 340,000 active | NS1A functional cell-based assay, percent inhibition; higher % means a stronger effect | inhibition, % at 12.5 µM, or IC50 in µM where a hit was titrated; in the data active = a potency from the dose series; inconclusive = inhibition above about 27% without an active follow-up result; note: strong numbers were not always called active
tuberculosis growth: growth inhibition of non-replicating M. tuberculosis (AID 488890). one-dose inhibition, % at 25 µM; IC50 in µM for titrated hits. Mycobacterium tuberculosis non-replicating, growth inhibition; higher % means a stronger effect. 0.39% of 320,000 active; in the data active = a potency from the dose series; inconclusive = inhibition mostly from about 82% at the one dose, without a potency; inactive = the rest, 99 in 100 with inhibition below about 76%;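 note: plate controls were DMSO cells for no effect and high antibiotic wells for full effect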
inhibitors of VEEV: inhibitors of VEEV TC-83 cytopathic effect, confirmation, Vero cells (AID 588727); Vero cells, VEEV TC-83 cytopathic effect inhibition; higher % means a stronger effect; one-dose inhibition, % at 20 µM; IC50 in µM for titrated hits; 0.13% of 350,000 active; in the data active = a potency from the dose series; inconclusive = inhibition mostly from about 14% at the one dose, without a potency; inactive = the rest, 99 in 100 with inhibition below about 12%; note: strong numbers were not always called active
H37Rv inhibition: M. tuberculosis growth inhibition, HTS (AID 449762) | 0.59% of 330,000 active | M. tuberculosis H37Rv growth inhibition, 7H9 media; higher % means a stronger effect | inhibition, % at 25 µM; hits with a dose series show IC50 in µM; in the data active = a potency from the dose series; inconclusive = inhibition above about 70% without an active follow-up result;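 note: bacterial growth assessed after seven days of incubation; strong numbers were not always called active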
Salmonella PhoP GFP: Inhibition of PhoP regulon, Salmonella typhi GFP reporter cells, confirmation, 4 h (AID 1850). Salmonella Typhi PhoP-promoter GFP reporter, fluorescence, 4 h; higher % means a stronger effect. inhibition, % at 50 µM, or IC50 in µM where a hit was titrated. 0.33% of 310,000 active; in the data active = a potency from the dose series; inconclusive = inhibition mostly from about 25% at the one dose, without a potency; inactive = the rest, 99 in 100 with inhibition below about 19%;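 note: 0% = induced wells with vehicle and 100% = uninduced wells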
inhibitors of VEEV 10K pilot screen: further read-out of inhibitors of VEEV, marked with its call; inhibition, %; measured here: 10K pilot screen inhibition
An asterisk follows results filed as active; i = inactive; ? = inconclusive; . = no result given.

SMILES	influenza NS1A	tuberculosis growth	inhibitors of VEEV	H37Rv inhibition	Salmonella PhoP GFP	others
COc1ccc(NC(=O)COC(=O)CCc2ccc(S(=O)(=O)N3CCOCC3)cc2)cc1OC	-11%	7%	2.1%	2%	.
Cc1cc(C(=O)N/N=C/c2ccccc2)c(C)o1	-12%	6%	0.6%	8%	-4%
c1ccc(-c2nc(-c3ccncc3)no2)cc1	16%	8%	i	-1%	0%
O=C(COc1cccc([N+](=O)[O-])c1)NN1C(=O)c2ccccc2C1=O	-8%	-5%	0.9%	2%	-6%
COc1ccc(Nc2ccc(Nc3ccc(OC)cc3)nn2)cc1	-2%	11%	0.3%	-2%	-7%
CC(C)C12CN3CC(C(C)C)(CN(C1)C3c1cccnc1)C2=O (centres undefined)	-24%	-4%	1.6%	3%	-3%
COc1ccc(C)cc1S(=O)(=O)NCC(c1ccc2c(c1)OCO2)N1CCN(C)CC1 (centres undefined)	-8%	22%	0.5%	-2%	-2%
O=C(O)CCC(=O)CCC(=O)c1ccccc1	-5%	1%	1.1%	-4%	-7%
CCN1C=CC(=C2C(=O)c3ccccc3C2=O)C=C1	2%	13%	i	-9%	3%
Cn1c2ccccc2c2nnc(SCc3nnc(-c4ccccc4)o3)nc21	.	-24%	.	1%	-8%
Cc1cccc(C)c1-n1c(=O)n(Cc2ccccc2)c(=O)c2[nH]cnc21	-2%	9%	i	7%	-11%
CN(C(=O)CSc1nnc(-c2ccccc2)n1C)C1CCS(=O)(=O)C1 (centres undefined)	7%	30%	0.3%	3%	-5%
CCOc1ccc(N2CC(C(=O)Nc3ccc(S(=O)(=O)Nc4ncccn4)cc3)CC2=O)cc1 (centres undefined)	-24%	26%	i	-1%	-4%
O=C(NCc1ccc(N2CCCC2=O)cc1)Nc1cccc2ccccc12	-6%	-3%	1.2%	3%	-5%
Cc1ccc(-c2nnn(CC(=O)N(CC3CCCO3)C(C(=O)NC(C)(C)C)c3ccc(F)cc3)n2)o1 (centres undefined)	3%	15%	5.5%	-10%	6%
COCCn1ccc2c(OCC(=O)NCCc3ccc(OC)c(OC)c3)cccc2c1=O	12%	-20%	1.8%	-6%	14%
COc1ccc(NC(=S)Nc2cccc([N+](=O)[O-])c2)cc1	1%	79%	i	-8%	-3%
COc1ccc(Cl)cc1NC(=O)c1ccoc1C	4%	-1%	0.7%	5%	3%	inhibitors of VEEV 10K pilot screen=1.0
CCCCn1c(N)c(N(Cc2ccccc2OC)C(=O)C(C)Oc2ccc(Cl)cc2)c(=O)[nH]c1=O (centres undefined)	4%	54%	0.1%	-5%	-6%
CC(C)(C)NC(=O)/C(=C\c1cccnc1)NC(=O)c1ccco1	1%	0%	0.7%	-1%	1%
O=C(CCN1C(=O)c2ccccc2C1=O)Nc1ccc(-c2nc3ccccc3s2)cc1	-3%	18%	1.2%	8%	-5%
CCOC(=O)c1cccc(NC(=O)c2cc3ccccc3o2)c1	4%	69%	3.1%	21%	12%
Cc1cc(Cl)ccc1NC(=S)NCCCN1CCCC1=O	0%	44%	1.2%	7%	-9%
COc1cc(/C=N/Nc2nc(=O)[nH]nc2C)ccc1O	6%	-10%	i	9%	0%
O=C(/C=C/c1ccc(Cl)cc1Cl)OCC(=O)N1CCCC1	1%	-11%	0.3%	-6%	.

(listing goes on)
SMILES	influenza NS1A	tuberculosis growth	inhibitors of VEEV	H37Rv inhibition	Salmonella PhoP GFP	others
Cc1ccc2c(c1)cc1c(=O)n(CC(=O)NCc3ccccn3)nc(C)n12	5%	5%	i	6%	0%
O=S1(=O)C=C(N2CCCCC2)c2ccccc21	0%	-16%	0.8%	-12%	-1%
O=C(COc1ccccc1)NC1C(=O)N2C(C(=O)O)=C(Cl)CSC12 (centres undefined)	-3%	-27%	1.6%	-9%	-9%
COc1ccc2[nH]c(=O)c(CN(Cc3cccs3)S(=O)(=O)c3cccc4nsnc34)cc2c1	3%	-2%	5.7%	9%	7%
Cc1ccc(NC(=O)Cn2cnc(C(=O)Nc3ccc(C)c(C)c3)n2)cc1C	1%	.	0.3%	.	.
C[C@@H]1CN([C@@H](C)CO)C(=O)c2cc(NC(=O)C3CC3)ccc2O[C@H]1CN(C)C	-8%	0%	0.5%	-1%	.	inhibitors of VEEV 10K pilot screen=0.2
Cc1ccc(NC(=O)CSc2nnc(Cn3cnc4ccccc43)o2)cc1	-8%	6%	1.4%	-6%	-1%
CN(C)CCNC(=O)C(=O)Nc1cc2c3c(c1)CCN3C(=O)CC2	0%	-5%	1.4%	4%	2%
CC(C)(C)NC(=O)C(=O)N/N=C/c1cccs1	-3%	-17%	1.6%	-2%	5%
CCC1CN(C(=O)N2CCC(C(=O)Nc3ccccc3F)CC2)c2ccccc2O1 (centres undefined)	12%	39%	3.1%	8%	2%
N#Cc1nc(COc2ccc(Cl)cc2Cl)oc1N1CCN(c2ccccc2)CC1	12%	-7%	i	6%	-9%
CCCCCNC(=O)N[C@H](C(=O)O)C(C)C	1%	-4%	0.6%	-1%	-24%
O=C(NC1CCCC1)C(c1ccco1)N(C(=O)c1ccco1)c1ccccc1 (centres undefined)	-6%	33%	1.1%	-3%	-6%
CCc1cccc(NC(=O)CCCN2C(=O)C(c3ccccc3)Oc3cccnc32)c1 (centres undefined)	-2%	22%	7.6%	0%	-4%
COc1ccc(N=Nc2cnc(C)nc2-c2ccccc2)cc1	44µM*	35%	5.6%	4%	-3%
O=C(C[C@@H]1C/C=C\C[C@H](NC(=O)OCC2c3ccccc3-c3ccccc32)C(=O)OC[C@@H]2CCCN2C1=O)NCCO	9%	65%	i	-3%	.
COc1cc(Cl)c(C)cc1NC(C)C(=O)Nc1cc(C(F)(F)F)ccc1N1CCOCC1 (centres undefined)	-3%	-2%	5.6%	9%	12%
CCN1CCN(C/C(C)=C/c2ccccc2)CC1	-13%	-6%	0.0%	4%	10%
COc1cc(-c2cc(C(=O)NCc3ccco3)c3ccccc3n2)cc(OC)c1OC	9%	9%	13%	5%	5%
O=C(CCCn1c(SCc2cc(=O)n3cc(Cl)ccc3n2)nc2ccccc2c1=O)NCC1CCCO1 (centres undefined)	-13%	42%	10.0%	0%	4%
O=C(O)c1cccc2c1Oc1ccccc1S2(=O)=O	6%	.	1.7%	.	.
COc1cc(-c2ccc(=O)[nH]n2)ccc1OC(F)F	4%	3%	i	3%	10%
CC[C@@]12C(=O)N(c3ccc(C)cc3)C(=O)N1[C@H](c1ccc(OC)cc1)[C@@H]1C(=O)N(C(C)(C)C)C(=O)[C@@H]12	-14%	4%	0.4%	5%	-9%
O=C(CC1CCCCC1)N=C1SC2CS(=O)(=O)CC2N1c1ccccc1 (centres undefined)	-3%	5%	0.1%	-10%	4%
Cc1cccc(OC(C)C(=O)Nc2ccc(N3CCCCC3)cc2)c1 (centres undefined)	-9%	31%	2.9%	1%	1%

(further entries)
SMILES	influenza NS1A	tuberculosis growth	inhibitors of VEEV	H37Rv inhibition	Salmonella PhoP GFP	others
CCOC(=O)c1ccc(CN2C(=O)c3ccccc3S2(=O)=O)cc1	-2%	74%	0.2%	-6%	-1%
C=C(C)COc1ccc(-c2nc(N)nc(C)c2Oc2ccccc2OC)c(O)c1	4%	26%	4.7%	2%	1%
O=c1[nH]cnc2c1sc1nc(C(F)F)cc(-c3ccccc3)c12	-10%	2%	2.0%	3%	.
C=CCn1c(O)c(N=NC(=O)c2ccccc2NS(=O)(=O)c2cccs2)c2ccccc21	-3%	4%	1.6%	-8%	3%
O=C(c1ccc(C(F)(F)F)cc1)C1CCCN(C(=O)CCc2ccncc2)C1 (centres undefined)	3%	16%	i	9%	-20%
CSc1ccc(/C=c2\s/c(=C\C(=O)C(C)(C)C)n(CC(=O)NCCC3=CCCCC3)c2=O)cc1	1%	26%	1.0%	3%	-7%
O=C(NC1CCCc2ccccc21)C1CCCN(S(=O)(=O)c2cnc[nH]2)C1 (centres undefined)	3%	-1%	0.5%	-1%	-12%
CCOC(=O)c1ccccc1NS(=O)(=O)c1ccc(OCC)cc1	1%	38%	i	-9%	-1%
CCN(C(=O)CSc1nnc(SC(C)C)s1)C1CCS(=O)(=O)C1 (centres undefined)	-5%	10%	1.2%	-1%	.
COc1ccc(OC)c(C2=NOC(C(=O)Nc3ccc4c(c3)OCCO4)C2)c1 (centres undefined)	2%	-9%	i	-3%	9%
CN(C)/C=C1/Nc2ccccc2C1=O	21%	-9%	2.7%	-8%	6%
CCC(=NN=C(CC)c1ccccc1O)c1ccccc1O	-5%	.	24%	.	.
COc1ccc(CNC(=O)CC2C[C@H](C(=O)N3CCCCC3)[C@@]3(C)c4[nH]c5ccccc5c4CCN3C2=O)cc1OC (some centres undefined)	-8%	23%	0.3%	2%	.
COc1ccccc1Nc1nc(Cl)nc(Nc2ccccc2OC)n1	5%	7%	1.2%	3%	-7%
Cc1occc1-c1nnc(SCC(=O)Nc2ccccc2N2CCCCC2)n1C	7%	47%	i	9%	-10%	inhibitors of VEEV 10K pilot screen=0.0
CCN(CC)CCNC(=O)C1(O)c2cc(Br)ccc2NC(=O)N1c1ccccc1 (centres undefined)	1%	-1%	i	-4%	6%
COc1ccccc1C(=O)NC(=O)COC(=O)Cc1ccc(F)cc1	9%	-4%	i	-9%	.
Cc1cccc(N=N/C(=C\O)C(=O)c2cccs2)c1	11%	.	5.5%	53%	-2%
COc1ccc(OC)c(NC(=O)COC(=O)/C=C/c2ccc(Cl)cc2)c1	-6%	-4%	i	.	-4%
CN(C)/C=C/C(=O)c1ccc2noc(-c3cccc(F)c3)c2c1	19%	30%	6.6%	4%	3%
COC(=O)C1CCCCN1C(=O)c1cc(COc2cccc3cccnc23)on1 (centres undefined)	7%	2%	1.4%	4%	-6%
Clc1ccc(-c2nnc(Sc3nc4ccccc4o3)c3ccccc23)cc1	-6%	48%	?	-4%	21%
COc1ccc(CCC(=O)N2CCCC(Nc3ccc(OC)cc3)C2)cc1 (centres undefined)	5%	15%	1.8%	5%	4%
CN(C)CCCNc1ncnc2oc(-c3ccccc3)c(-c3ccccc3)c12	0%	72%	5.9%	4%	-9%
CC(C)CN(C(=O)c1cc(Cl)nc2ccccc12)c1c(N)n(Cc2ccccc2)c(=O)[nH]c1=O	-1%	1%	7.4%	-11%	8%
O=C1CN(C(=O)C2CCCC2)CCN1	-4%	-12%	0.2%	-1%	-2%

By substructure, the entries above containing an aryl thioether with sulfur outside any ring (8)
SMILES	influenza NS1A	tuberculosis growth	inhibitors of VEEV	H37Rv inhibition	Salmonella PhoP GFP	others
Cn1c2ccccc2c2nnc(SCc3nnc(-c4ccccc4)o3)nc21	.	-24%	.	1%	-8%
CN(C(=O)CSc1nnc(-c2ccccc2)n1C)C1CCS(=O)(=O)C1 (centres undefined)	7%	30%	0.3%	3%	-5%
Cc1ccc(NC(=O)CSc2nnc(Cn3cnc4ccccc43)o2)cc1	-8%	6%	1.4%	-6%	-1%
O=C(CCCn1c(SCc2cc(=O)n3cc(Cl)ccc3n2)nc2ccccc2c1=O)NCC1CCCO1 (centres undefined)	-13%	42%	10.0%	0%	4%
CSc1ccc(/C=c2\s/c(=C\C(=O)C(C)(C)C)n(CC(=O)NCCC3=CCCCC3)c2=O)cc1	1%	26%	1.0%	3%	-7%
CCN(C(=O)CSc1nnc(SC(C)C)s1)C1CCS(=O)(=O)C1 (centres undefined)	-5%	10%	1.2%	-1%	.
Cc1occc1-c1nnc(SCC(=O)Nc2ccccc2N2CCCCC2)n1C	7%	47%	i	9%	-10%	inhibitors of VEEV 10K pilot screen=0.0
Clc1ccc(-c2nnc(Sc3nc4ccccc4o3)c3ccccc23)cc1	-6%	48%	?	-4%	21%

This is a random part of the collection. Share with any hit: about 1.5%.
